# Mtb UGM inh = inhibitors of M. tuberculosis UDP-galactopyranose mutase; purified UGM, fluorescence polarization probe displacement; inhibition, % at 10 µM; hit rate 0.06% among 320,000; in the data active = inhibition above about 10%, passing the limit was not always enough; inconclusive = no clear call, values can overlap the other calls
# Y pestis TopoI = Y. pestis Topo-I inhibition via cleavage products; Y. pestis Topo-I cleavage product accumulation, plate reader; activity, % at 10 µM; hit rate 0.064% among 360,000; AID 504884; in the data active = activity above about 50%, passing the limit was not always enough; inconclusive = no clear call, values can overlap the other calls; also: inactives centre near 2
# Mtb FBA inh = inhibits M. tuberculosis FBA enzyme; P9WQA3; purified M. tuberculosis FBA, fluorescence read-out; inhibition, % at 1 µM; hit rate 2.3% among 360,000; in the data active = inhibition above about 27%;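 also: 0% = vehicle and 100% = reference inhibitor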
# BH1578 lux ind = inducers of Vibrio cholerae quorum light production without autoinducers. AID 588436. hit rate 0.16% among 350,000. V. cholerae BH1578 lux reporter, luminescence, 6 h. activation, % at 18.7 µM; in the data active = activation mostly above about 9.7%, no sharp cut-off; inconclusive = no clear call, values can overlap the other calls; inactive = mostly below about 3.7%; also: not every result past the cut was called active; inactives centre near 0; reference of the scale not given here
# TcdB inh = inhibitors of Clostridioides difficile toxin B glycohydrolase; inhibition, % at 9.99 µM; AID 652162; P18177; hit rate 0.24% among 350,000; TcdB glycohydrolase enzymatic assay, plate reader; in the data active = inhibition above about 10%
# PfHsp40 yeast = compounds rescuing yeast from Plasmodium falciparum HSP40 toxicity; S. cerevisiae expressing PfHsp40, growth rescue, ATP luminescence; growth rescue, % at 12.5 µM; hit rate 0.68% among 340,000; AID 504582; in the data active = growth rescue above about 28%, passing the limit was not always enough; inconclusive = no clear call, values can overlap the other calls;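 also: yeast W303a lacking pdr1 and pdr3 grown in galactose medium; growth measured after three days at 30 °C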
# FadD28 FP inh = blocks FadD28 binding to the bisubstrate probe; fluorescence polarization; inhibition, % at 12.5 µM; hit rate 0.22% among 360,000; AID 588549; in the data active = inhibition above about 8.5%, passing the limit was not always enough; inconclusive = no clear call, values can overlap the other calls
# Mtb BioA inh = inhibitors of Mycobacterium tuberculosis BioA enzyme; AID 602481; purified M. tuberculosis BioA enzyme, plate reader; hit rate 0.096% among 360,000; inhibition, % at 9.99 µM; in the data active = inhibition above about 40%; inconclusive = no clear call, values can overlap the other calls
# GDH-TPI counter = inhibits GDH-TPI coupling enzymes, artifact for Mtb FBA screen | GDH-TPI coupled enzyme counterscreen, NADH absorbance | inhibition, % at 4.8 µM | hit rate 1.2% among 360,000 | AID 588335; in the data active = inhibition above about 30%;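 also: 0% = DMSO wells and 100% = wells lacking the enzyme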
# * marks the source's active call; other numbers are inactive results; i = inactive; ? = inconclusive; · = not tested or not shown; & = joins results of further samples.
SMILES,Mtb UGM inh,Y pestis TopoI,Mtb FBA inh,BH1578 lux ind,TcdB inh,PfHsp40 yeast,FadD28 FP inh,Mtb BioA inh,GDH-TPI counter
CCOC(=O)CC1NCCc2c1[nH]c1ccc(OC)cc21 (stereo not drawn),-3.1,1,4,i,0.1,0.8,-1.5,0.7,-4
O=C(CCN1C(=O)/C(=C/c2cccs2)SC1=S)NC1=NCCS1,0.9,-3,-1,i,·,0.1,-2.8,·,4
CCn1c(COc2cccc3cccnc23)nnc1SCC(=O)O,2.6,5,3,-0.1,-0.2,-0.4,-1.7,-1.4,-8
CCN(C(=O)c1ccc(Br)o1)C1CCS(=O)(=O)C1 (stereo not drawn),-0.2,-5,-3,-0.5,0.2,0.5,-2.8,-0.2,-12
O=C(Nc1ccc(Cl)cc1)C1CCC(=O)N1Cc1ccccc1Cl (stereo not drawn),2.1,2,1,2.6,·,0.3,0.1,-0.5,8
C[C@H](CO)N1C[C@H](C)[C@@H](CN(C)Cc2ccc(-c3ccccc3)cc2)Oc2c(NS(=O)(=O)c3cccs3)cccc2C1=O,0.0,42,-1,-0.7,-5.0&1.0,1.9,-1.2,-3.4&-1.7,-3
CCOC(=O)[C@@H]1[C@H]2COc3cc(OC)ccc3[C@@H]2N2C(=O)N(c3ccc(Br)cc3)C(=O)[C@]12C,1.1,15,0,-9.1,-0.3,2.0,-2.2,-1.4,3
Cc1ccccc1-n1c(SC2CCOC2=O)nnc1-c1ccncc1 (stereo not drawn),1.7,5,6,-0.3,1.3,-0.6,-1.9,11,3
CCOc1ccccc1CNn1cnnc1,-0.4,-5,-4,i,1.2,-0.1,-4.4,-0.3,-10
Cc1ccccc1-n1ccnc1SCC(=O)NCc1ccco1,1.4,3,1,-0.2,0.2,-0.1,0.2,-0.2,-2
Cc1cc(Br)c(Cl)cc1NC(=O)CN1C(=O)C2C3CC(c4ccccc4)C(C3)C2C1=O (stereo not drawn),0.1,-11,-6,i,·,3.7,-6.2,·,7
O=C(NCCCCCCCCNC(=O)c1cccc2ccccc12)c1cccc2ccccc12,·,-4,-1,-1.9,0.5,1.1,-2.8,·,-5
CCC(CC)NC(=O)/C=C/c1ccccc1Cl,3.1,0,1,-0.2,·,-0.2,-3.0,·,1
COc1ccc([N+](=O)[O-])c2c(=O)ccoc12,-2.3,-1,0,-0.3,·,0.7,-0.8,·,1
CC1(C)CC(NC(=O)COc2ccc3ccc(=O)oc3c2)CC(C)(C)N1,-0.1,-8,21,i,1.8,0.4,-1.7,-0.5,0
O=C(CN1C(=O)NC2NC(=O)NC21)NC1CCCCC1 (stereo not drawn),1.4,-8,-2,-0.5,-0.4,-0.5,?,0.6,-3
O=[N+]([O-])c1cc(Cl)c(Cl)c(Cl)c1Cl,-0.5,-4,7,-0.3,1.0,-2.2,-0.7,-1.1,3
Cc1cccc(NNC(=O)C2CCC2)c1,-0.8,-2,3,0.0,5.3,-0.6,-2.2,·,5
Cc1ccc(NC(=O)N2CCCC2)cc1Cl,0.2,0,0,-0.1,2.2,1.5,-0.7,·,5
CC1CCN(C(=O)c2cc3c(=O)n4ccccc4nc3s2)CC1,2.0,6,87*,0.1,1.2,1.1,-1.6,3.2,15
O=C1CSC(c2ccccc2[N+](=O)[O-])N1c1ccc(O)cc1 (stereo not drawn),-0.9,-2,2,-0.2,0.5,-0.8,-1.6,·,-1
C/C(N)=C(/C#N)C(=O)CSc1nc2ccccc2c(=O)n1-c1ccc(C)c(Cl)c1,-2.8,0,3,i,·,2.4,-1.1,4.6,-3
COc1ccccc1CNc1nc(NCc2ccccc2SC)c2sccc2n1,·,-2,3,-0.8,0.8,·,-1.9,-2.2,-4
COc1ccccc1C(=O)Nc1ccccc1N1CCN(C(=O)c2ccc(Cl)cc2)CC1,0.7,7,7,-12,0.8,2.3,-5.9,2.2,2
c1ccc2c3n(nc2c1)CCCCO3,3.2,10,1,i,-0.8,0.4,-1.0,0.1,8
COc1ccc(Cn2nnnc2C(c2ccc3ncccc3c2)N2CCN(C3CCCCC3)CC2)cc1 (stereo not drawn),0.2,3,-3,0.7,1.3,-1.6,-2.4,·,-10
CSc1ccc(/C=N/Nc2ccc(Cl)c(C(=O)O)c2)cc1,0.2,-4,1,3.4,-1.0,0.1,2.1,·,30
Cc1cccc(N2CCN(S(=O)(=O)c3ccc(S(=O)(=O)N4CCCC4)cc3)CC2)c1C,-0.3,3,2,-0.3,·,-0.4,-3.6,-0.9,-6
COC(=O)C(CCSC)NC(=O)c1cc2c(n(-c3ccccc3)c1=O)CCCC2=O (stereo not drawn),-2.5,-10,5,3.3,0.4,-0.6,-3.4,4.4,1
C=CCOC(=O)C1=C[C@@H](c2cn(C(C)=O)c3ccccc23)C[C@@H](OCCCCO)O1,-0.2,22,1,11,1.8,0.3,-1.5,-0.9,4
CC(C)Cn1c(-c2ccccc2)nc2ccccc2c1=O,-0.2,-6,3,i,·,1.1,-4.5,-0.7,7
COc1ccc(CN(C)C(=O)CCC(=O)N2CCN(S(=O)(=O)c3ccc(Cl)cc3)CC2)c(OC)c1,·,27,-2,i,0.7,-2.6,-4.6,13,0
CCC(NC(=O)c1ccccc1NC(=O)c1ccco1)C(=O)NC1CCCCC1 (stereo not drawn),1.5,6,0,i,·,1.2,-0.3,-0.1,6
O=Cc1ccc(OCCN2CCCC2=O)cc1,0.9,-7,2,i,0.7,1.2,-0.6,-2.5,6
O=C(Nc1cccc(NC(=O)c2cccnc2)c1)c1cccnc1,0.7,-4,-4,i,0.3,-1.2,-4.7,25,2
CCOC(=O)C1=C(C)NC(C)=C(C(=O)OCC)C1C(=O)OCC(=O)N1CC(C)OC(C)C1 (stereo not drawn),-1.5,-7,10,0.5,-0.8,-0.8,1.6,-5.3,13
Cc1nc2ccc(Cl)cc2c(-c2ccccc2)c1C(=O)N(C)C,-0.5,7,1,i,-1.3,-0.9,-2.4,-0.1,-11
O=[N+]([O-])c1cc(-c2cnc3ccccc3n2)ccc1Oc1ccc(Br)cc1,-0.9,8,3,·,·,-0.4,-0.1,-1.7,22
Cc1nc2ccccc2c(=O)n1/N=C/c1ccc(N(C)C)cc1,-1.9,2,0,i,·,0.2,-2.4,0.8,41*
O=c1[nH]c(=O)n(-c2cccc(Cl)c2)c(O)c1/C=N/c1ccccn1,0.8,4,1,-0.4,·,1.1,-3.4,-3.0,2
COc1ccccc1C(=O)NC(=O)COC(=O)CN1C(=O)NC(C)(C)C1=O,0.1,-11,2,0.9,0.4,0.4,1.8,-0.5,8
Cc1nc2nc(SCc3ccccc3)[nH]n2c(=O)c1C,2.1,3,0,1.8,0.6,0.8,-3.0,-1.3,-12
CC(=O)c1ccc(C(=O)N2CCCC(Nc3ccc(C(C)C)cc3)C2)s1 (stereo not drawn),5.0,5,5,-0.7,0.2,0.2,-1.0,67*,14
O=C(CN1C(=O)c2ccccc2C1=O)NC1(C(=O)O)CCCC1,·,-6,3,0.8,-6.8,1.3,-2.4,-1.9,6
CC1=C(C)CC(C(=O)Nc2ccc(C(N)=O)cc2)C(C(=O)O)C1 (stereo not drawn),-1.1,2,-1,-0.3,·,-2.0,-0.5,1.1,4
COc1cccc(C2=NOC(C(=O)N3CCN(C(=O)c4ccco4)CC3)C2)c1 (stereo not drawn),0.2,5,2,0.6,0.2,0.7,-0.9,1.0,-2
Cc1cc(OC(=O)c2ccccc2C)c([N+](=O)[O-])c(=O)[nH]1,2.5,-4,-2,i,1.2,0.4,-0.8,-1.9,13
COC(=O)c1cccc(NC(=O)c2cccc(OC)c2)c1,-1.1,-8,0,i,·,-0.5,-4.8,-0.9,3
Cc1cc(NC(=O)CSc2ccc3nnc(-c4ccccn4)n3n2)no1,-2.2,-1,10,-0.3,-1.5,0.8,-1.4,1.3,2
COc1cc(NC(=S)N2CCCC(C)C2)c(OC)cc1Cl (stereo not drawn),-1.1,1,-2,-0.5,-2.2,-1.5,-1.1,·,-4
O=C([C@H](Cc1ccccc1)N1C(=O)c2ccccc2C1=O)N1CCOCC1,3.1,1,3,-0.3,0.6,0.5,0.5,·,-1
CCOC(=O)c1nnn(-c2nn3nnnc3c3ccccc23)c1C,0.6,5,5,-2.9,·,0.2,0.0,3.7,11
COc1ccc(Cl)cc1NC(=O)NC(C)c1ccncc1 (stereo not drawn),-2.5,3,-3,i,·,-0.3,-3.5,0.2,-1
Cc1cccc(C(=O)N2CCN(S(=O)(=O)N3CCCCC3)CC2)c1,3.3,8,1,i,0.8,-1.2,-1.2,-0.3,7
C1CCCC(NC2=NCCO2)CCC1,0.1,12,1,-0.6,·,-0.3,-5.4,-0.2,10
CCOC(=O)C1=C(C)OC(N)=C(C(=O)OCC)C12C(=O)Nc1ccc(Br)cc12 (stereo not drawn),0.2,7,-4,-0.6,·,-0.3,-1.9,-1.3,0
CC(=O)N1CCN(C(=O)c2ccc(S(=O)(=O)Nc3ccccc3C)cc2)CC1,0.2,15,2,-0.6,-0.9,-1.6,-0.5,·,2
CCC(=O)N1CCc2cc(S(=O)(=O)CCC(=O)Nc3ccc(C(C)=O)cc3)ccc21,0.8,12,2,-0.8,-0.3,0.3,0.3,0.0,0
CCc1ccc(NC(=O)Cn2cc([N+](=O)[O-])nc2C)cc1,4.5,-4,1,1.2,0.5,-1.0,-0.3,0.7,9
COc1ccc(N(CC(=O)NCCSc2ccccn2)S(=O)(=O)c2ccccc2)cc1OC,1.4,4,0,-0.8,-1.0,0.6,0.1,-1.2,8

# Profiles from above:
# Listed for C1CCCC(NC2=NCCO2)CCC1 = Mtb UGM inh = 0.1; Y pestis TopoI = 12; Mtb FBA inh = 1; BH1578 lux ind = -0.6; TcdB inh = ·; PfHsp40 yeast = -0.3; FadD28 FP inh = -5.4; Mtb BioA inh = -0.2; GDH-TPI counter = 10
# Listed for CCc1ccc(NC(=O)Cn2cc([N+](=O)[O-])nc2C)cc1 = Mtb UGM inh = 4.5; Y pestis TopoI = -4; Mtb FBA inh = 1; BH1578 lux ind = 1.2; TcdB inh = 0.5; PfHsp40 yeast = -1.0; FadD28 FP inh = -0.3; Mtb BioA inh = 0.7; GDH-TPI counter = 9

# The list goes on.
SMILES,Mtb UGM inh,Y pestis TopoI,Mtb FBA inh,BH1578 lux ind,TcdB inh,PfHsp40 yeast,FadD28 FP inh,Mtb BioA inh,GDH-TPI counter
COc1ccccc1OCC(=O)NCCCN1CCOCC1,-0.9,-5,-1,i,-1.8,-0.1,-3.3,-1.2,-4
C/C(=N\NC(=O)c1ccco1)c1ccc(NC(=O)c2cccs2)cc1,0.0,-4,1,i,·,-0.6,-0.6,·,21
COc1cccc(NC(=O)CN(C)C(=O)C(CCSC)NC(=O)c2ccco2)c1 (stereo not drawn),1.7,2,-1,-0.3,2.3,-0.7,-2.5,0.5,0
COc1ccccc1C1CCN(Cc2cccc3ccccc23)CC1,-0.8,1,0,i,0.9,-0.9,-3.8,-0.3,-12

# Of the compounds above, 9 contain an aryl thioether with sulfur outside any ring.
SMILES,Mtb UGM inh,Y pestis TopoI,Mtb FBA inh,BH1578 lux ind,TcdB inh,PfHsp40 yeast,FadD28 FP inh,Mtb BioA inh,GDH-TPI counter
CCn1c(COc2cccc3cccnc23)nnc1SCC(=O)O,2.6,5,3,-0.1,-0.2,-0.4,-1.7,-1.4,-8
Cc1ccccc1-n1c(SC2CCOC2=O)nnc1-c1ccncc1 (stereo not drawn),1.7,5,6,-0.3,1.3,-0.6,-1.9,11,3
Cc1ccccc1-n1ccnc1SCC(=O)NCc1ccco1,1.4,3,1,-0.2,0.2,-0.1,0.2,-0.2,-2
C/C(N)=C(/C#N)C(=O)CSc1nc2ccccc2c(=O)n1-c1ccc(C)c(Cl)c1,-2.8,0,3,i,·,2.4,-1.1,4.6,-3
COc1ccccc1CNc1nc(NCc2ccccc2SC)c2sccc2n1,·,-2,3,-0.8,0.8,·,-1.9,-2.2,-4
CSc1ccc(/C=N/Nc2ccc(Cl)c(C(=O)O)c2)cc1,0.2,-4,1,3.4,-1.0,0.1,2.1,·,30
Cc1nc2nc(SCc3ccccc3)[nH]n2c(=O)c1C,2.1,3,0,1.8,0.6,0.8,-3.0,-1.3,-12
Cc1cc(NC(=O)CSc2ccc3nnc(-c4ccccn4)n3n2)no1,-2.2,-1,10,-0.3,-1.5,0.8,-1.4,1.3,2
COc1ccc(N(CC(=O)NCCSc2ccccn2)S(=O)(=O)c2ccccc2)cc1OC,1.4,4,0,-0.8,-1.0,0.6,0.1,-1.2,8

# Screening results from PubChem BioAssay.
